# Screening data deposited in PubChem BioAssay by National Center for Advancing Translational Sciences (NCATS).
# NPC1 promoter act – activates the NPC1 promoter. Huh7 NPC1 promoter luciferase reporter, 24 h. AID 485313. Potency, µM (series often up to 9.22 µM), for inactives: at the highest dose activation, usual class: activators. 320,000 tested, 2.4% active;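 further: potency means the concentration at half of the fitted maximal effect; % of control where 0% means no effect; nearly all actives have a fitted effect of over 60% in size; reporter is driven by a mutant NPC1 promoter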
#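 Luminescence read-out of NPC1 promoter-driven luciferase in stably transfected Huh7 cells; compounds delivered in DMSO and left 24 h at 37C, 5% CO2, qHTS titration format.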
# TRPV1 ag – agonists of human vanilloid receptor 1 (TRPV1); Q8NER1; TRPV1-expressing cells, Fluo-8 calcium influx, agonist mode; activation, % at 8.33 µM; 320,000 tested, 0.19% active; in the data active means activation above about 80%; inconclusive means between about 30% and that limit; further: 0% is about no effect
# Target sequence (Q8NER1 whole entry, looked up): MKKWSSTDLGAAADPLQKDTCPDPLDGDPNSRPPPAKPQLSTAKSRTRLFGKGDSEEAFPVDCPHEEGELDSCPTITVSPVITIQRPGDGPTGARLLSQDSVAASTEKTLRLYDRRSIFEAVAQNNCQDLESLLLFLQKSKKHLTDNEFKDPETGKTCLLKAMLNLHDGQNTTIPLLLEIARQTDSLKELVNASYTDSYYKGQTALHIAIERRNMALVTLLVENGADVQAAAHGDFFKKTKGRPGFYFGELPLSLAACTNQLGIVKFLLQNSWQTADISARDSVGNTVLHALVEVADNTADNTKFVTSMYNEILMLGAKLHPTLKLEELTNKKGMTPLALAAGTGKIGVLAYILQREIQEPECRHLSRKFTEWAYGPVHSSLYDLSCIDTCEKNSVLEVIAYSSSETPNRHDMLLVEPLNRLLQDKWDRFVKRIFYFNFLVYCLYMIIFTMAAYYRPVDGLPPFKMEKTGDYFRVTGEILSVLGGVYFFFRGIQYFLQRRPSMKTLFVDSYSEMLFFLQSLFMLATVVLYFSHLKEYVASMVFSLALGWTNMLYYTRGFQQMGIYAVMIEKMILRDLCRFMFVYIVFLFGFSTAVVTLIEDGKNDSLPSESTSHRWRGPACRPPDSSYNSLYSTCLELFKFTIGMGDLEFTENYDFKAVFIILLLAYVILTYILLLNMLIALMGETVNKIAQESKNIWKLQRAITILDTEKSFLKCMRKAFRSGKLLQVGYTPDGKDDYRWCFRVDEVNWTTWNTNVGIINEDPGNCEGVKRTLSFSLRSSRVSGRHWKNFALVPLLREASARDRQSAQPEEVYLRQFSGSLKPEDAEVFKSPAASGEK
#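 TRPV1-expressing cells were cultured overnight at 35.5C and loaded with Fluo-8 calcium dye for 40 to 90 min at room temperature. After a 10 s baseline, compound was added and calcium influx was read kinetically for 3 min (ex 480/em 520 nm).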
# RORg inh – blocks mouse ROR gamma transcriptional activity. P51450. Drosophila S2 Gal4-RORgamma UAS-luciferase reporter, 20 h. Potency, µM (highest dose often 53.6 µM), for the others: at the highest dose activity change, negative = inhibition, most hits filed as inhibitors. 310,000 tested, 5.4% active. AID 2551; further: potency means the concentration at half of the fitted maximal effect; on the % scale 0 is the no-effect control and ±100 the full control effect; nearly all actives have a fitted effect of over 60% in size
#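 A Gal4/UAS one-hybrid system in insect cells: metallothionein-promoter Gal4–ROR gamma fusion plus Photinus luciferase reporter. Copper sulfate 700 uM final, 20 hr ambient incubation, luminescent detection after 10 min with reagent.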
# BRCA1 expr act – activators of BRCA1 expression; MCF7-BRCA1-FFLuc reporter, luminescence, 48 h; response scale: scaled: vehicle 0%, 10 µM genistein 100%; Potency, µM (titrated, usually from 46.1 µM), for the others: at the highest dose activation, most hits filed as activators; AID 624202; 380,000 tested, 1.1% active; further: potency means the concentration at half of the fitted maximal effect; nearly all actives have a fitted effect of over 80% in size; some results filed as inactive show a strong effect at the top dose
#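 Luminescence from a BRCA1-driven firefly luciferase in MCF7 cells was read after 48 h compound exposure at 37 C. Data normalized against DMSO and a 10microM genistein activation control, then curve-fitted across the titration.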
# ELG1 DNA repair – ELG1-dependent DNA repair inhibition; HEK293T ELG1-luciferase reporter, luminescence, 16 h; DNA damage induced by 5-fluorouridine; Potency, µM (top dose mostly 46.1 µM), for inactives: top-dose activity change, negative = inhibition, hits mostly inhibitors; 330,000 tested, 2.3% active; AID 504467; further: potency means the concentration at half of the fitted maximal effect; on the % scale 0 is the no-effect control and ±100 the full control effect; nearly all actives have a fitted effect of over 55% in size
#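 DMSO vehicle served as the neutral condition. Each well held 2,000 cells given 5-fluorouridine plus compound; after 16 hr at 37 °C/5% CO2, ONE-Glo was added and luciferase measured 30 min later.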
# VP16 counter – counter-screen for ROR gamma inhibitors: Gal4-VP16 reporter; Drosophila S2 Gal4-VP16 UAS-luciferase, luminescence, 20 h; Potency, µM (top dose mostly 53.6 µM), inactives show top-dose activity, negative = inhibition, most hits filed as inhibitors; 310,000 tested, 3.5% active;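 further: Gal4-VP16 expression switched on by copper sulfate through the metallothionein promoter; potency means the concentration at half of the fitted maximal effect; on the % scale 0 is the no-effect control and ±100 the full control effect; nearly all actives have a fitted effect of over 50% in size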
# Rab9 prom act – Rab9 promoter activation; Potency, µM (doses to about 9.22 µM), without a hit: top-dose activation, negative = inhibition, hits mostly activators; 320,000 tested, 2.8% active; Huh7 Rab9 promoter-luciferase reporter, luminescence, 24 h; further: potency means the concentration at half of the fitted maximal effect; % of control where 0% means no effect; nearly all actives have a fitted effect of over 60% in size
#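 Cell-based reporter: Huh7 stable for Rab9 promoter-driven luciferase, plated in reduced-serum medium with 10% FBS at 1500 cells/well, compound-treated 24 h at 37 °C, luminescence read after 10 min reagent.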
# FLuc counter – inhibits or activates purified firefly luciferase, miR-21 counter-screen; P08659; Potency, µM (highest dose often 57.5 µM), for inactives: at the top dose activity change, negative = inhibition, most hits filed as inhibitors; 360,000 tested, 6.9% active; purified FLuc, Km substrates, luminescence inhibition;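 further: potency means the concentration at half of the fitted maximal effect; plate controls were vehicle for no effect and reference inhibitor for full effect; nearly all actives have a fitted effect of over 55% in size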
#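 Purified P. pyralis luciferase, 10 nM final, with Km-level 10 uM D-luciferin and 10 uM ATP in 50 mM Tris acetate pH 7.5, 10 mM Mg acetate, 0.01% Tween-20, 0.05% BSA; 6-point qHTS titration about 60 µM downward; luminescence read.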
# p53 reactivation – mutant p53 re-activation in reporter cells; Potency, µM (top dose mostly 92.2 µM), without a hit: at the highest dose activity change, positive = activation, actives largely listed as activators; AID 504706; H1299 p53-A138V BP100-luciferase reporter, luminescence, 24 h; 320,000 tested, 0.063% active; further: potency means the concentration at half of the fitted maximal effect; % of control where 0% means no effect; nearly all actives have a fitted effect of over 45% in size
#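 H1299 (p53-null), stable ts p53-A138V + BP100-Luc; 1000 cells/well, Opti-MEM/10% FBS; cpd 4 pt, 1:5; 24 h, 37 deg C, 5% CO2; detection reagent 10 min RT; luminescence.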
# Tb PFK inh – blocks T. brucei phosphofructokinase | T. brucei PFK, ADP-Glo luminescence | O15648 | Potency, µM (top dose mostly 57.5 µM), without a hit: at the highest dose activity, negative = inhibition, actives largely listed as inhibitors | 330,000 tested, 0.17% active;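 further: potency means the concentration at half of the fitted maximal effect; 0% = uninhibited 1x PFK enzyme wells and -100% = no-enzyme wells; nearly all actives have a fitted effect of over 60% in size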
#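 1.25 nM PFK with 0.5 mM F6P and 0.1 mM ATP in 0.1 M TEA pH 8.0, 5 mM MgCl2, incubated 45 min at room temperature; ADP measured by ADP-Glo luminescence; compounds titrated up to 57 uM.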
# ELG1 genotox – inducers of genotoxicity in HEK293T ELG1-luciferase cells; HEK293T ELG1-luciferase reporter, luminescence, 16 h; Potency, µM (series often up to 46 µM), inactives show at the top dose activity change, positive = activation, usual class: activators; 330,000 tested, 1.3% active; further: potency means the concentration at half of the fitted maximal effect; % of control where 0% means no effect; nearly all actives have a fitted effect of over 60% in size
#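 Cells (2,000/well) expressing the ELG1-luciferase fusion are dosed by pin tool and kept 16 hr at 37 °C, 5% CO2. Signal comes from ONE-Glo luciferase reagent after 30 min at room temperature.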
# An asterisk follows results filed as active; u = inconclusive; x = no result given; & = joins results of further samples; [ ] = dose if it differs, or a comment. Unless noted, the call rests on the fitted dose curve; in most records, active means well fitted curve in the direction sought with a large enough effect; inconclusive means small, poorly fitted or top-dose-only effect, or another doubt; inactive means no such curve, though single readings can be large; an effect the other way counts as inactive or inconclusive.
molecule	NPC1 promoter act	TRPV1 ag	RORg inh	BRCA1 expr act	ELG1 DNA repair	VP16 counter	Rab9 prom act	FLuc counter	p53 reactivation	Tb PFK inh	ELG1 genotox
O=C(Oc1ccc(N(Cc2cccs2)C2=NS(=O)(=O)c3ccccc32)cc1)c1ccccc1	2%	4	0%	10%	-2%	-4%	-7%	1%	0%	0%	-10%
O=Nc1c2ccc[nH]c-2c2ccc([N+](=O)[O-])cc12	-2%	0	-6%	16%	-3%	-10%	u	6%	-1%	-9%	-1%
COc1ccc2c(c1)C1=C(CC2)C(c2ccc(C)cc2)NC(=S)N1 (centres undefined)	-12%	1	0.71µM*	-42%	u	2.8µM*	-3%	-10%	0%	-2%	21%
O=C(O)c1ccc(-c2ccccc2)[nH]1	-3%	-3	-7%	7%	1%	4%	-10%	6%	5%	1%	-2%
COCCN1CC(C(=O)NCc2ncccc2C)CCC1=O (centres undefined)	-1%	-2	-37%	-3%	16%	-7%	1%	0%	16%	-2%	21%
CCc1nnc(NC(=O)CSc2nc(-c3ccc(OC)cc3)ns2)s1	19%	0	u	1%	u	14%[0.365 µM]	u	1.7µM*	7%	1%	u
CSCC(CO)NS(=O)(=O)c1ccc(C)cc1 (centres undefined)	1%	x	24%	-9%	-6%	-1%	-2%	-1%	-2%	3%	-4%
COc1cc(OC)cc(C(=O)N[C@H](C(=O)Nc2nc3ccc(S(C)(=O)=O)cc3s2)C(C)C)c1	-2%	0	15%	2%	u	4%	13%	u	-1%	-7%	0%
O=C(Nc1ccc(F)cc1)c1nc[nH]c1C(=O)Nc1ccc([N+](=O)[O-])cc1	-1%	-5	5µM*	-18%	5%	7.1µM*	1%	3%	-1%	1%	u
Cc1ccc2c(c1)[C@@H]1CN(C)CC[C@@H]1N2S(=O)(=O)c1ccc(F)cc1	-1%	10	-23%	0%	16%	-1%	8%	2%	-1%	-5%	0%
Cc1ccc(S(=O)(=O)Oc2ccccc2/C=N/N=C(N)N)cc1	-4%	6	-4%	-35%	-4%	-1%	-2%	-2%	-7%	-7%	-10%
CC(=O)N1CCN(C(=S)NC(=O)c2ccc(S(=O)(=O)N3CCOCC3)cc2)CC1	0%	7	23%	0%	1%	-4%	-1%	-1%	1%	4%	3%
S=c1nc(C2COc3ccccc3O2)[nH][nH]1 (centres undefined)	0%	-2	13µM*	54%	-3%	17%	-2%	-16%	10%	-19%	0%
O=C(c1cccc(S(=O)(=O)Nc2ccc(Br)cc2)c1)N1CCC1	3%	1	1%	14%	12%	11%	-56%[inhibitor][1.84 µM]	6%	-5%	3%	-4%
COC(=O)c1ccc([N+](=O)[O-])c(CS(=O)(=O)c2ccc(Cl)cc2)c1	-6%	8	23%	4%	u	8%	1%	-1%	5%	-6%	-1%
C/C(=N/NC(=O)Cn1nc2ccccc2n1)c1ccc(F)cc1	0%	-2	33%	-9%	-15%	0%	-4%	1%	-4%	-11%	3%
Cn1c(=O)c2cn3ncccc3c2n(C)c1=O	-1%	0	-30%	x	-4%	7%	-1%	1%	-2%	9%	0%
COc1ccc(NC(=O)Nc2ccc(F)cc2F)cc1	2.2µM*	26	4%	10µM*	u	11%	2.8µM*	5.4µM*	6%	-8%	u
O=C(Nc1ccc(Oc2cccnc2)nc1)c1ccc(C(F)(F)F)cc1	-34%[inhibitor]	x	-1%	-18%	u	u	-35%[inhibitor]	u	-6%	0%	-4%
C#CCOCCOCCOCCNc1nc(N2CCOCC2)nc(N2CCN(C(=O)CCCCCCCCCCNC(=O)[C@@H](CCC(=O)O)n3cc(CCCCCN)nn3)CC2)n1	-1%	-3	x	0%	15%	x	-4%	8%	4%	0%	0%
O=C(c1ccco1)N1CCN(Cc2nc3cc(Cl)ccc3c(=O)[nH]2)CC1	0%	1	5%	-22%	-1%	1%	3%	-7%	-4%	-1%	2%
Cc1cccc(NC(=O)c2nc[nH]c2C(=O)N[C@@H](C)C(=O)OCc2ccccc2)c1	0%	13	8.9µM*	-1%	-3%	13µM*	-3%	-3%	5%	-1%	-1%
O=C(COC(=O)C1CCCN1C(=O)C12CC3CC(CC(C3)C1)C2)c1ccc(Br)cc1 (centres undefined)	0%	u	2%	-3%	-1%	-20%	0%	1%	3%	-4%	-1%
Fc1ccc(OCCCCCCN2CCCC2)cc1	-2%	0	25%	1%	0%	9%	-5%	-3%	6%	6%	-1%
CC(OC(=O)C1=COCCO1)C(=O)Nc1ccc(Oc2ccccc2)cc1 (centres undefined)	-1%	7	u	17%	17%	4%	-2%	-1%	-4%	1%	-2%
CC(C)(C)[Si](OCC[C@@H]1C[C@@]1(C)[C@@H](NP(=O)(c1ccccc1)c1ccccc1)c1ccccc1)(c1ccccc1)c1ccccc1	-14%	18	-30%&8%	x	-7%	6%&4%	-4%	2%	10%	3%	-3%
CCCS(=O)(=O)N1CCC(C(=O)NCc2ccccc2Cl)CC1	1%	-1	3%	23%	u	7%	-1%	-18%	0%	3%	0%
CCc1cc2c(SCC(=O)N(C)C3CCS(=O)(=O)C3)ncnc2s1 (centres undefined)	1%	2	-1%	0%	u	-2%	-2%	7%	-3%	-1%	0%
Cc1c(CCC(=O)NCCCC(=O)O)c(=O)oc2cc3oc4c(c3cc12)CCCC4	0%	2	u	-25%	u	u	2%	19µM*	-8%	0%	6%
CN1CCN(c2ccc(S(=O)(=O)N3CCCCC3)cc2NC(=O)CCc2ccccc2)CC1	-8%	11	x	1%	26%	x	-6%	-1%	-5%	-2%	1%
Cc1ccc(-c2noc(-c3ccccc3F)n2)cc1	u	-1	-32%	u	u	u	2µM*	0.85µM*	14%	-8%	2.6µM*
CCOc1cc(NC(=S)NCCCN2CCOCC2)c(OCC)cc1NC(=O)c1ccco1	-1%	-3	18%	-1%	5%	12%	0%	1%	-4%	1%	-3%
O=C(C1CCN(S(=O)(=O)c2cnc[nH]2)CC1)N1CCN(Cc2ccc3c(c2)OCO3)CC1	1%	1	47%	-11%	6%	-18%	2%	4%	6%	1%	-1%
Cc1ccc(CC(NC(=O)c2ccccc2)C(=O)N2CCCC2C(=O)O)cc1 (centres undefined)	6%	-4	3%	6%	21%	7%	-5%	3%	-5%	0%	2%
CCCC(=O)Nc1c2c(nn1-c1ccccc1)CSC2	0%	1	-19%	15%	0%	8%	1%	-1%	-11%	6%	1%[9.26 µM]
CCC(C)c1ccccc1N1CC(C(=O)NCCC2=CCCCC2)CC1=O (centres undefined)	-5%	15	x	-21%	-17%	x	-1%	5%	-4%	-1%	-7%
Cc1ccc(C(=O)COC(=O)c2cn3ccccc3n2)cc1	19%	-2	-1%	50%	x	-3%	u	u	x	0%	u
COc1ccc(-n2c(=S)[nH]c3cc(C(=O)Nc4ccc(OC)c(OC)c4)ccc3c2=O)cc1	1%	-3	-15%	-20%	u	-22%	0%	3%	-8%	-7%	2%
CCOc1ccc(NC(=O)Nc2nnc(CC)s2)cc1	13%	-5	10%	u	u	10%	18%	-18%	6%	4%	u
CCc1ccc(/C=C2\SC(=S)N(CCC(=O)NCCCN3CCOCC3)C2=O)cc1	15%	1	5%	32%	7%	2%	-14%	6.7µM*	u	0%	9%
Cc1cc(C)n(-c2ccc(Cl)c(C(=O)Nc3cc(C(F)(F)F)ccc3Cl)n2)n1	8%	-1	-20%	-30%	2%	u	0%	0%	3%	0%	-2%
Cc1ccc(CNC(=O)C2CCCN(S(=O)(=O)c3ccc(F)cc3)C2)cc1 (centres undefined)	-2%	18	11%	-16%	-13%	-8%	-10%	4%	0%	-9%	-8%
CC(C)OC(=O)C(C)Nc1n[nH]c(=S)[nH]c1=O (centres undefined)	1%	-1	14%	-6%	23%	-5%	7%	-18%	-3%	2%	6%
C[C@H](NC(=O)c1ccccc1F)C(=O)N1CCC2(CC1)NCCc1[nH]cnc12	-3%	-1	-9%	0%	23%	1%	-6%	1%	4%	1%	2%
CC(C)(C)c1ccc(C(=O)c2c[nH]c(C(=O)NCc3cccs3)c2)cc1	-1%	-4	u	21%	u	u	6%	-7%	10%	-1%	4%

# Hits appear at their usual frequency. Share with any hit: about 15%.
